GLP1R ag: qHTS of GLP-1 Receptor Agonists; Glucagon-like peptide 1 receptor (Homo sapiens), P43220; HEK293 GLP-1R CRE-luciferase, luminescence, 4-6 h; cells express a hypersensitive GLP-1R form; Potency, µM (doses to about 45.6 µM), inactives show top-dose activation, actives largely listed as activators; 380,000 tested, 0.007% active; note: % of control where 0% means no effect
Target sequence (P43220 whole entry, looked up): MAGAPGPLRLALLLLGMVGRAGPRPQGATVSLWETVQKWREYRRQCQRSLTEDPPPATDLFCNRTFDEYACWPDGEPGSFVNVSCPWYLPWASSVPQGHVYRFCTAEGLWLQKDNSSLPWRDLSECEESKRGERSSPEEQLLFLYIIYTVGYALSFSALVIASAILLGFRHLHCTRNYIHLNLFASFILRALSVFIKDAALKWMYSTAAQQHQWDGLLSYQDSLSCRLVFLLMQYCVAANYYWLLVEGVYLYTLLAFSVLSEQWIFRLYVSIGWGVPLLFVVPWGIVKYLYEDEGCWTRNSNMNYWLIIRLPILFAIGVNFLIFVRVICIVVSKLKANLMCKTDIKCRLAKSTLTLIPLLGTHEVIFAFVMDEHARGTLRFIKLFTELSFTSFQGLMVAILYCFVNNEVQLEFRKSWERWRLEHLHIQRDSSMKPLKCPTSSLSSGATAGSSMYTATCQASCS
KB-V1 cytotox: qHTS assay for MDR1-selective chemotherapeutics: Primary screen using the drug-selected MDR subline cells KB-V1 | Potency, µM (series often up to 46.1 µM), without a hit: at the highest dose activity change, negative = cytotoxicity, most hits filed as cytotoxic | 400,000 tested, 3.4% active | AID 1347076, 2019 | KB-V1 MDR cells viability, CellTiter-Glo, 72 h; note: % is set by controls: 0 for no effect and ±100 for the full control effect; nearly all actives have a fitted effect of over 60% in size
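Readout: CellTiter-Glo luminescence, 10 min after addition. Cells: KB-V1 MDR subline, 72 h at 37 degrees C with compound. Analysis: corrected, normalized data fitted to concentration-effect curves.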
GLP-1R inv ag: qHTS of GLP-1 Receptor Inverse Agonists (Inhibition Mode). Glucagon-like peptide 1 receptor (Homo sapiens), P43220. HEK293 GLP-1R CRE-luciferase, luminescence, 24 h; GLP-1R form is constitutively active. Potency, µM (series often up to 38.3 µM), for inactives: top-dose activity change, negative = inhibition, usual class: inhibitors. 410,000 tested, 1.6% active. AID 624417, 2012; note: % is set by controls: 0 for no effect and ±100 for the full control effect; nearly all actives have a fitted effect of over 55% in size
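GLP-1R inverse agonism mode: basal reporter luminescence in engineered HEK293 cells measured after one day of compound exposure at 37 deg C, with a 12 min room-temperature detection step.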
HEK293 tox: qHTS of GLP-1 Receptor Inverse Agonists: Cytotox Screen; HEK293 cAMP-luciferase reporter cells, luminescence, 24 h; Potency, µM (highest dose often 38.3 µM), for inactives: at the highest dose activity change, negative = inhibition, actives largely listed as inhibitors; 410,000 tested, 0.13% active;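 note: loss of luciferase light is scored as toxicity; % is set by controls: 0 for no effect and ±100 for the full control effect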
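Compound-treated cells are incubated 24 hr at 37 deg C under 5% CO2 after a 12 hour attachment period, then luciferase detection reagent is added and luminescence is measured following 12 min at room temperature; lowered signal indicates toxicity.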
HT1080 IDH1KD tx: qHTS for induction of synthetic lethality in tumor cells producing 2HG: qHTS for the HT-1080-IDH1KD cell line; Potency, µM (titrated, usually from 46.1 µM), inactives show at the highest dose activity, negative = toxicity, usual class: cytotoxic; HT-1080 IDH1 knockdown viability, ATP luminescence, 48 h; 360,000 tested, 2% active; AID 686971, 2013;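 note: 0% = DMSO wells and -100% = cell-free medium wells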
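In this qHTS, HT-1080 cells depleted of IDH1 are exposed for 48 h at 37 °C to compound titrations. Toxicity is scored from CellTiter-Glo luminescence, with DMSO as full viability and medium alone as none.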
KB-3-1 cytotox: qHTS assay for MDR1-selective chemotherapeutics: Primary screen using the parental adenocarcinoma cell KB-3-1 | Potency, µM (top dose mostly 46.1 µM), inactives show at the top dose activity change, negative = cytotoxic, hits mostly cytotoxic | AID 1347075, 2019 | 400,000 tested, 1.4% active | KB-3-1 viability, CellTiter-Glo ATP luminescence, 72 h; note: % is set by controls: 0 for no effect and ±100 for the full control effect; nearly all actives have a fitted effect of over 60% in size
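Viability of parental KB-3-1 cells, measured by CellTiter-Glo luminescence, followed a 72 h incubation at 37 °C with pinned compounds in phenol-red-free DMEM containing 10% FBS.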
SW480 rerep: A quantitative high throughput screen for small molecules that induce DNA re-replication in SW480 colon adenocarcinoma cells. SW480 DNA re-replication, Hoechst DNA content imaging, 48 h. Potency, µM (titrated, usually from 46.1 µM), for the others: at the highest dose re-replication activation, hits mostly activators. 340,000 tested, 1.8% active. AID 624297, 2012; note: % of control where 0% means no effect; nearly all actives have a fitted effect of over 55% in size
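Image-based read-out: total Hoechst fluorescence of nuclei (405 nm excitation, 500-530 nm emission), with hits raising the fraction of high-intensity nuclei. SW480 colon cells incubated 48 hr with compounds at 37 C.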
HT1080-NT tox: qHTS for induction of synthetic lethality in tumor cells producing 2HG: qHTS for the HT-1080-NT fibrosarcoma cell line; HT-1080-NT fibrosarcoma viability, CellTiter-Glo ATP luminescence, 48 h; Potency, µM (series often up to 46.1 µM), for inactives: at the highest dose activity, negative = less viability, hits mostly cytotoxic; 360,000 tested, 1.6% active; AID 686970, 2013;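 note: NT is the 2HG producing partner of a matched IDH1 knockdown line; 0% = DMSO-treated cells and -100% = media-only wells without cells; nearly all actives have a fitted effect of over 55% in size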
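Fibrosarcoma NT cells, 750 per well in 5% FBS RPMI, were exposed to compound for 48 hours. Viability: CellTiter-Glo luminescence.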
TDP43 rescue: qHTS of TDP-43 Inhibitors. Potency, µM (top dose mostly 46.1 µM), for the others: at the highest dose growth rescue (activation), hits mostly activators. TDP-43 expressing yeast growth rescue, BacTiter-Glo, 24 h. AID 652104, 2013. 410,000 tested, 1.8% active; note: % of control where 0% means no effect; nearly all actives have a fitted effect of over 50% in size
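Readout is BacTiter-Glo luminescence of cell growth, so inhibitors register as activators. TDP-43-expressing yeast at OD600=0.02 in galactose medium, after raffinose pregrowth to mid-log, were incubated with compound for 24 hr at 30 deg C.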
Numbers without * were called inactive; ? = inconclusive; · = no result given; [ ] = remark or other dose. Calls come from the whole dose curve; as a rule, active = well fitted curve in the direction sought with a large enough effect; inconclusive = small, poorly fitted or top-dose-only effect, or another doubt; inactive = no such curve, though single readings can be large; an effect the other way counts as inactive or inconclusive. Potency is the fitted concentration of half-maximal effect.

SMILES	GLP1R ag	KB-V1 cytotox	GLP-1R inv ag	HEK293 tox	HT1080 IDH1KD tx	KB-3-1 cytotox	SW480 rerep	HT1080-NT tox	TDP43 rescue
COC(=O)CCC(=O)OC1(C)C(=O)C2=CN(C3CC3)C(c3ccc(OC)cc3)=CC2=C(Br)C1=O (centres undefined)	0%	-5%	3%	13%	-4%	20%	-5%	8%	-52%[inhibitor]
CCn1nc(C)c(CNC(=O)C2CCC(=O)N(CCc3ccc(OC)cc3)C2)c1C (centres undefined)	-2%	3%	10%	2%	3%	2%	7%	12%	0%
Nc1nn(S(=O)(=O)c2cccc3nsnc23)cc1-c1ccc(Br)cc1	3%	-11%	?	5%	?	-10%	-7%	?	?
O=C(Nc1ccc(C2=NCCN2)cc1)c1ccc(C(=O)Nc2ccc(C3=NCCN3)cc2)c(Cl)c1	18%	-26%	-4%	3%	1%	1%	-2%	-8%	16%
Cc1cc(=O)oc(C)c1C(=O)OCC(=O)c1ccc2ccccc2c1	-1%	?	?	-18%	-8%	-3%	-15%	-2%	?
O=C(NC(Cc1ccccc1)C(=O)O)c1cccnc1Cl (centres undefined)	-1%	13%	14%	-10%	-1%	1%	-4%	3%	-3%
CC1(C2CC2)NC(=O)N(CC(=O)Nc2ccccc2-c2ccccc2)C1=O (centres undefined)	-2%	-21%	-10%	8%	1%	-6%	14%	9%	-4%
O=C(NCc1ccccn1)c1nc(Cn2cc([N+](=O)[O-])cn2)no1	8%	-13%	3%	-6%	23%	16%	-3%	8%	-11%
O=C(NCC(=O)N1CCN(Cc2ccccc2)CC1)c1cc(Cl)cc([N+](=O)[O-])c1	-1%	?	?	-24%	?	23µM*	-9%	-20%	3%
CC1Cc2ccccc2N1Cc1nc2cc(Cl)ccc2c(=O)[nH]1 (centres undefined)	-13%	?	?	1%	?	?	3%	?	7%
Cc1ccccc1C(=O)n1nc(-c2ccco2)nc1NCc1cccs1	·	6%	0%	3%	·	7%	·	·	22%
FC(F)(F)c1ccc(C2=Nc3ccccc3NC(c3cccs3)=N2)cc1	·	-3%	-7%	-4%	·	1%	·	·	-14%
O=C(Cc1cccs1)N/N=C/C(Cl)=C/c1ccccc1	16%	5%	-10%	-13%	4%	-10%	-7%	-4%	-10%
CC(=O)c1ccc(-n2nncc2C)cc1	-17%	14%	6%	1%	10%	19%	-3%	16%	4%
CCOC(=O)N(C)c1c(CC)nc2c(OCC(=O)C(C)(C)C)cccn12	10%	2%	18%	-5%	20%	0%	·	4%	0%
COc1ccc(Cn2cc(CN3CC(N4CCCCC4)CS3(=O)=O)nn2)cc1 (centres undefined)	-2%	-25%	24%	2%	15%	14%	·	-3%	-17%
Cc1ccc(C(=O)NCCN2CCC(n3c(=O)[nH]c4ccccc43)CC2)cc1	-2%	-24%	-15%	-1%	-10%	?	·	-3%	14%
CC1CCOC(c2coc3ccccc3c2=O)O1 (centres undefined)	-2%	?	-1%	-1%	-20%	-1%	-1%	-23%	3%
O=C(c1ccccc1Cc1ccccc1)N1CCN(S(=O)(=O)c2ccccc2[N+](=O)[O-])CC1	4%	?	?	0%	-19%	-7%	-3%	-5%	?
Cc1ccc(NC(=O)[C@@H]2O[C@H](CO)[C@@H](O)[C@H]2O)cc1C(F)(F)F	10%	3%	6%	0%	12%	0%	·	19%	19%
Cc1cccc(C)c1NC(=O)CNC(=O)C1CC(=O)N(Cc2ccccc2)C1 (centres undefined)	6%	1%	16%	13%	15%	2%	-59%[inhibitor]	5%	-8%
COC(=O)Cn1cnc2sc(C)c(S(=O)(=O)N3CCC(C)CC3)c2c1=O	3%	-2%	1%	14%	-4%	2%	-1%[9.22 µM]	-6%	-12%
COc1ccccc1NC(=O)Cn1c(=O)n(Cc2ccco2)c(=O)c2cccnc21	·	12%	15%	-6%	·	4%	·	·	-4%
Cc1cc(C(F)F)n2ncc(C(=O)N3CCC(C(N)=O)CC3)c2n1	5%	17%	-3%	-2%	10%	1%	-5%	4%	1%
CCOc1ccccc1N1CCN(Cc2cccc(OC)c2O)CC1	-3%	?	-24%	5%	-24%	-17%	-16%	8%	-2%
O=C(CN(C(=O)c1ccc(Cl)cc1)N1C(=O)C2C3C=CC(C3)C2C1=O)c1cccs1 (centres undefined)	-3%	-14%	-11%	0%	-1%	1%	-6%	-1%	12%
Cc1noc(C)c1NC(=O)N(C)C[C@H]1OCc2cnnn2CCCC(=O)N([C@H](C)CO)C[C@@H]1C	2%	-6%	35%[activator]	10%	6%	16%	·	9%	13%
CCCCN(C(=O)Cc1ccc2c(c1)OCCO2)c1c(N)n(CCC)c(=O)[nH]c1=O	-4%	0%	4%	-1%	7%	0%	-6%	0%	-3%
COCCn1cnnc1SCC(=O)Nc1cc(C)on1	-6%	?	12%	6%	22%	0%	-7%	-2%	10%
CCOc1cc(/C=N/NC(=O)Cc2ccc(C(F)(F)F)cc2[N+](=O)[O-])c(Br)cc1OC	-9%	0%	-18%	-9%	13%	-19%	-7%	8%	4%

Next part; it opens with the 6 that closed the last part.
SMILES	GLP1R ag	KB-V1 cytotox	GLP-1R inv ag	HEK293 tox	HT1080 IDH1KD tx	KB-3-1 cytotox	SW480 rerep	HT1080-NT tox	TDP43 rescue
CCOc1ccccc1N1CCN(Cc2cccc(OC)c2O)CC1	-3%	?	-24%	5%	-24%	-17%	-16%	8%	-2%
O=C(CN(C(=O)c1ccc(Cl)cc1)N1C(=O)C2C3C=CC(C3)C2C1=O)c1cccs1 (centres undefined)	-3%	-14%	-11%	0%	-1%	1%	-6%	-1%	12%
Cc1noc(C)c1NC(=O)N(C)C[C@H]1OCc2cnnn2CCCC(=O)N([C@H](C)CO)C[C@@H]1C	2%	-6%	35%[activator]	10%	6%	16%	·	9%	13%
CCCCN(C(=O)Cc1ccc2c(c1)OCCO2)c1c(N)n(CCC)c(=O)[nH]c1=O	-4%	0%	4%	-1%	7%	0%	-6%	0%	-3%
COCCn1cnnc1SCC(=O)Nc1cc(C)on1	-6%	?	12%	6%	22%	0%	-7%	-2%	10%
CCOc1cc(/C=N/NC(=O)Cc2ccc(C(F)(F)F)cc2[N+](=O)[O-])c(Br)cc1OC	-9%	0%	-18%	-9%	13%	-19%	-7%	8%	4%
CCn1c(CNC(=O)c2ccccc2F)cc2ccccc21	0%	3%	-29%	5%	-23%	5%	-6%	-25%	19%
Cc1nc(Cl)c(C(=O)NCCc2ccccc2)c(C)c1[N+](=O)[O-]	9%	8%	4%	-11%	9%	11%	-18%	1%	11%
CCCn1c(Nc2ccccc2C)nc2ccccc21	-1%	?	?	-15%	3%	-5%	0%	7%	15%
CCN1C(=O)[C@H]2[C@@H](c3ccc(C)cc3)N3C(=O)N(c4ccc(OC)cc4)C(=O)[C@@]3(Cc3ccc(Cl)cc3)[C@H]2C1=O	-6%	-16%	10%	2%	-6%	-2%	-1%	1%	-6%
COC(=O)N1CCCCC1c1cc(C(=O)Nc2ccc(OC)cc2C)no1 (centres undefined)	-1%	-1%	14%	2%	0%	0%	·	24%	?
CCc1ccc(NC(=O)C2CC(=O)Nc3ncnn32)cc1 (centres undefined)	7%	-16%	12%	-3%	-5%	15%	-2%	-5%	-15%
CCc1ccc(OCCOCC(O)CNC(C)CC)cc1 (centres undefined)	-3%	?	?	-24%	0%	-1%	·	-2%	2%
Cc1cc(-c2ccc(Cl)cc2)n2nc(C)cc2n1	-5%	-3%	1%	2%	-2%	-8%	-24%	6%	?
C/C(CC(=O)Nc1ccc(Cl)cc1)=N\NC(=O)C(=O)N1CCCCC1	10%	7%	2%[0.307 µM]	9%[0.307 µM]	-26%	-3%	-1%	-1%	26%
NC(c1ccccc1)c1csc(Nc2ccc(C(=O)NCCO)cc2)n1 (centres undefined)	-2%	0%	0%	5%	17%	0%	·	0%	1%
CCOC(=O)c1ccc(NCn2c(=O)oc3ccccc32)cc1	-3%	-1%	2%	13%	-28%	3%	5%	-6%	0%
CCc1ccccc1NC(=O)c1cc(C)no1	-1%	?	0%	5%	3%	11%	0%	10%	18%
Cc1cccc2c(C(=O)N3CCN(C(=O)c4ccco4)CC3)cc(-c3cccc(Br)c3)nc12	15%	9.2µM*	?	9%	18µM*	?	?	?	28µM*
O=C(Cn1cc2c(n1)CCCC2)NCCCN1CCN(c2ccccc2F)CC1	-1%	-1%	-29%	-2%	0%	1%	-7%	-9%	?
NC(=O)CC(NC(=O)Cc1ccc(Br)cc1)c1ccc(NC2CCN(Cc3ccccc3)CC2)c([N+](=O)[O-])c1 (centres undefined)	4%	18%	-15%	-12%	-13%	0%	-1%	-11%	1%
O=C(c1cn(-c2ccccc2)nc1-c1ccc(F)cc1)N1CCCCC1	-3%	-12%	?	-8%	0%	-5%	2%	-4%	18%
CCOc1ccc(CN(C(=O)c2oc3ccccc3c2C)C2CCS(=O)(=O)C2)cc1 (centres undefined)	2%	9.2µM*	0%	-17%	?	10%	?	-7%	6%
CCn1cc(C(=O)N[C@H](C(=O)NCCCOC)C(C)C)c(=O)c2cc3c(cc21)OCO3	-5%	7%	12%	0%	4%	4%	-2%	10%	?
CC(=O)Nc1ccc(NC(=O)c2ccccc2N(C)S(=O)(=O)c2ccccc2)cc1	-3%	15%	-1%	11%	-1%	6%	-6%	15%	2%
CN(C)c1ccc(C=Cc2nccc3ccccc23)cc1	5%	-21%	?	323%[activator]	21µM*	9.2µM*	·	?	12%
COc1ccc(Nc2cc3n(c(=O)n2)CCc2cc(OC)c(OC)cc2-3)c(C)c1	29%	0%	58%[activator]	3%	-3%	-1%	0%	-16%	0%

Compound activity from PubChem BioAssay.
